Mdm2-MdmX inh – inhibitors of human Mdm2-MdmX association, primary screen, cell-based, luminescence, split luciferase, SaOS-2, uHTS. Protein Mdm4 (Homo sapiens) + E3 ubiquitin-protein ligase Mdm2 (Homo sapiens), …. SaOS-2 split-luciferase Mdm2/MdmX complementation. inhibition, % at 8 µM. hit rate 3% among 330,000. AID 485346, 2010;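 active = inhibition of at least 50% at 8 µM in the primary screen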
TIM10 inh – growth inhibitors of isogenic TIM10 control yeast, primary screen, counter-screen for tim10-1 yeast inhibitor project, luminescence, uHTS. S. cerevisiae TIM10 strain growth, BacTiter-Glo luminescence, 24 h. inhibition, % at 10 µM. hit rate 1.4% among 330,000. AID 463195, 2010;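 active = inhibition of 40% or more at the single tested concentration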;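 also: wild-type TIM10 isogenic control strain grown at permissive 25 °C; 0% = DMSO yeast wells and 100% = minimal medium wells without yeast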
UPR CHOP act – activators of apoptotic CHOP UPR arm, primary screen, cell-based, CHO-CHOP luciferase reporter, luminescence, uHTS | UPR activation; percent of tunicamycin response over DMSO baseline | activation, % at 10 µM | hit rate 0.34% among 330,000 | AID 449763, 2010;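 active = at 10 µM dose, activation of 40% or more, normalized to positive control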;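 also: 100% = tunicamycin at 10 µg/mL and 0% = DMSO alone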
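Test system: CHO-CHOP cells, stable luciferase reporter of PERK-eIF2a-CHOP signalling | Quantity: 500 CHO-CHOP cells per well | Buffer or medium: F12 plus 10% serum | Compound dosing: 10 µM single point, 0.5% DMSO | Schedule: 6 h compound treatment, 37 °C | Signal: Luciferase luminescence | Control set: Tunicamycin high control, DMSO low control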
APJ agonist – agonists of human apelin receptor APJ, primary screen, CHO-K1 cells, PathHunter beta-arrestin, luminescence | hit rate 0.11% among 330,000 | activation, % at 20 µM | 0% DMSO wells, 100% apelin | P35414;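 active = activation more than six SD over the plate average, tested at 20 µM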;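 also: 0% = DMSO alone and 100% = apelin-13 at 10 nM; some results filed as inactive read as strong as hits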
Target sequence (P35414 whole entry, looked up): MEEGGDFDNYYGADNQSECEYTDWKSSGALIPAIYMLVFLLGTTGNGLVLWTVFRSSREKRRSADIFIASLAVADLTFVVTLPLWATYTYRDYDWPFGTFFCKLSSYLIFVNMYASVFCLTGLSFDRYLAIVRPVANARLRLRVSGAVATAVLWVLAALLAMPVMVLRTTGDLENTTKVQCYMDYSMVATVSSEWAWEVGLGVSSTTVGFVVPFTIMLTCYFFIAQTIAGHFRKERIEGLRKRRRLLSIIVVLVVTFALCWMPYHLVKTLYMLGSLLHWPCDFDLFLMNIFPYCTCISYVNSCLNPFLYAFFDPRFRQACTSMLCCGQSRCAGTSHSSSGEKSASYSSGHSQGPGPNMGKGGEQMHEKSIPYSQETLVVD
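Material: CHO-K1 APJ beta-arrestin complementation cell line; Input: cell density 1000 per well; Incubation: compound stimulation 90 min at 25 °C, detection 60 min; Signal: luminescence from split beta-galactosidase complementation, Galacton Star/Emerald II substrate; Controls: DMSO-only wells as negative, 10 nM Apelin-13 as positive control.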
CXCR6 block – CXCR6 receptor inhibitors, primary screen, cell-based, beta-arrestin, luminescence, CHO-K1 PathHunter, 1536-well; inhibition, % at 20 µM; C-X-C chemokine receptor type 6 (Homo sapiens), O00574; hit rate 0.36% among 360,000; AID 602244, 2012; in the data active = inhibition above about 34%, passing the limit was not always enough;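 also: antagonist mode with CXCL16 agonist at 10 nM final; 0% = 10 nM CXCL16 with DMSO and 100% = unstimulated wells without agonist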
Target sequence (O00574 whole entry, looked up): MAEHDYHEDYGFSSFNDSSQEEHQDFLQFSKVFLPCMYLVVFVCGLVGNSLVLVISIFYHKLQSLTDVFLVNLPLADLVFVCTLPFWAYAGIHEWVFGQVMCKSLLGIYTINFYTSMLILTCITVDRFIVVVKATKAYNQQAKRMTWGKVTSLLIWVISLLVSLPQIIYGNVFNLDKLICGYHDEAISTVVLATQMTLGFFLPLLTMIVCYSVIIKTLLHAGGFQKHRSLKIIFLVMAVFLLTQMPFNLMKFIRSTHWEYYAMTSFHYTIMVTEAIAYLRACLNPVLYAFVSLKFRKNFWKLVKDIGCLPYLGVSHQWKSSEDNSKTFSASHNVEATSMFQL
UPR XBP1 act – activators of adaptive XBP1 UPR arm, primary screen, cell-based, CHO-XBP1 luciferase reporter, luminescence, uHTS | IRE1-XBP1 UPR activation; percent of tunicamycin response, DMSO as zero | activation, % at 20 µM | hit rate 0.33% among 330,000;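 active = versus positive control, 20 µM dose yields 30% or more activation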;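 also: 100% = tunicamycin at 10 µg/mL and 0% = DMSO only wells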
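Assay system: CHO-XBP1 luciferase reporter cells; Schedule: 6 h treatment, 37 °C; Detection: glow luminescence from Steady-Glo reagent; Benchmarks: high control tunicamycin 10 µg/mL final, low control DMSO vehicle only.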
tim23-1 inh – growth inhibitors of tim23-1 mutant yeast, primary screen, luminescence, uHTS; hit rate 1.3% among 330,000; S. cerevisiae tim23-1 growth, BacTiter-Glo luminescence, 24 h; AID 463212, 2010; inhibition, % at 20 µM;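 active = growth inhibition of the mutant yeast at or above 50%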;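 also: temperature-sensitive mutant grown at 25 °C; plate controls were DMSO-treated mutant yeast for no effect and medium wells lacking yeast for full effect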
APJ antagonist – antagonists of human apelin receptor APJ, primary screen, CHO-K1 cells, beta-arrestin complementation, luminescence; hit rate 0.32% among 330,000; inhibition, % at 20 µM; AID 2521, 2010; P35414;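 active = inhibition above about 40% at 20 µM, limit read from the data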;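 also: cells challenged with 10 nM apelin-13 agonist together with compound; plate controls were apelin-13 plus DMSO wells for no effect and DMSO wells lacking apelin-13 for full effect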
tim10-1 inh – growth inhibitors of tim10-1 mutant yeast, primary screen, luminescence, uHTS; S. cerevisiae tim10-1 ts strain growth, BacTiter-Glo, 24 h; inhibition, % at 20 µM; hit rate 2.2% among 330,000; AID 463190, 2010;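 active = inhibition of at least 40%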;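 also: mutant grown at 25 °C; 0% = DMSO wells with yeast and 100% = wells holding no yeast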
An asterisk follows results filed as active; . = not tested or not shown; & = joins results of further samples. This is a subset; the hit share may differ from the screen's.

Start of the data: the first two compounds, ahead of the listing:
SMILES	Mdm2-MdmX inh	TIM10 inh	UPR CHOP act	APJ agonist	CXCR6 block	UPR XBP1 act	tim23-1 inh	APJ antagonist	tim10-1 inh
CCNC(=S)/N=C(\N)Nc1nc(C)c2cc(C)ccc2n1	-58	33	2.8	-4	0	7	46	18	30
COc1cccc(N=C2SC(C(=O)Nc3ccc(F)cc3)CC(=O)N2C)c1 (stereo unspecified)	16	-1	-3.2	0	-1	-4	14	-4	33

The list itself, from the start:
SMILES	Mdm2-MdmX inh	TIM10 inh	UPR CHOP act	APJ agonist	CXCR6 block	UPR XBP1 act	tim23-1 inh	APJ antagonist	tim10-1 inh
CCNC(=S)/N=C(\N)Nc1nc(C)c2cc(C)ccc2n1	-58	33	2.8	-4	0	7	46	18	30
COc1cccc(N=C2SC(C(=O)Nc3ccc(F)cc3)CC(=O)N2C)c1 (stereo unspecified)	16	-1	-3.2	0	-1	-4	14	-4	33
CC1(C(=O)Nc2cccc(-n3cnnn3)c2)Cc2ccccc2C(=O)O1 (stereo unspecified)	10	0	0.5	-3	1	-1	5	-7	-8
Cc1c(C(=O)NC(Cc2ccccc2)c2nc3ccccc3[nH]2)cccc1[N+](=O)[O-] (stereo unspecified)	10	8	-0.7	2	3	-1	-1	10	10
Cc1onc(-c2ccccc2)c1NC(=O)N(CCC#N)Cc1cccs1	-18	18	-0.9	-3	2	-1	12	13	9
O=C(NNC(=O)C12CC3CC(CC(C3)C1)C2)c1ccccc1[N+](=O)[O-]	23	-1	1.0	-3	0	2	4	14	8
Cc1cc(Oc2ccc(-c3nnc(-c4ccccc4)o3)cc2[N+](=O)[O-])ccc1Cl	75*	-6	2.2	4	20	12	-5	2	8
CCc1c(C(=O)N/N=C/c2ccc(C)o2)csc1C	28	23	1.0	-2	-2	-1	34	9	28
O=C(COc1cccc2c1CCN(Cc1ccc(Br)cc1)C2=O)NCc1ccco1	4	13	-2.0	0	-7	-1	33	-4	27
CCOC(=O)N1CCN(c2nnc(-c3ccc(C)cc3)c3ccccc23)CC1	-5	26	3.1	-3	-3	-4	61*	22	52*
Cc1ccc(NC(=S)Nc2cccc3ccccc23)cc1	-4	6	3.4	14	-5	-4	16	-92	37
COc1ccc(CCN=C(N)NS(=O)(=O)c2ccc(OC)c(OC)c2)cc1OC	32	-6	4.8	0	6	-6	7	7	7
O=C(COC(=O)C1CCC1)c1c[nH]c2ccccc12	8	6	3.3	8	-4	1	-13	-47	-14
CC1(C)CN(c2ccc(Br)cc2Br)C1=O	11	-16	-1.6	-2	-2	-1	4	-11	10
O=C(c1ccc(-c2cccc(C(F)(F)F)c2)o1)N1CCN(c2ccccc2)CC1	7	7	2.4	-5	0	0	18	1	29
COc1ccc2[nH]c3c(=O)n(CCCCC(=O)NCCN4CCCC4)c(=S)[nH]c3c2c1	26	4	-0.5	0	4	4	12	-4	7
COc1ccc(NC(=O)c2ccc(S(=O)(=O)N3CCOCC3)o2)cc1	15	-12	-0.4	-1	1	-2	-2	6	-9
Cc1ccc(NCc2nnc(SCC(=O)c3ccccc3)o2)c(C)c1	-1	19	0.5	-3	7	1	20	7	42*
CN(C)CCNc1ncnc2c1cnn2-c1ccc(Cl)cc1	16	5	2.1	0	4	0	25	20	29
COCc1nc(-c2cc(OC)c(OC)c(OC)c2)no1	-6	-11	1.2	0	11	-1	16	29	14
N=c1n(CCc2ccccc2)c2ccccc2n1Cc1ccccc1F	64*	-13	-1.4	1	-14	0	20	13	21
C=CCn1c(=O)c2ccccc2n2c(SCC(=O)/C(C#N)=C(\C)N)nnc12	2	6	1.6	-2	4&1	4	-12	13	7
Cc1ccc(OCc2cc(C(=O)NC3CCCCC3)no2)cn1	19	22	-2.2	-1	-8	-3	51*	-12	36
COc1ccc(OC)c(NS(=O)(=O)c2ccc3c(c2)C(C)(C)C(=O)N3C)c1	13	3	-0.5	-1	-15	-1	-4	-38	-9
CC(=O)OC(C(=O)N1CCOCC1)c1c(F)cccc1F (stereo unspecified)	-28	-1	-3.1	-3	-14	1	2	4	-2
O=C(NCCN1CCOCC1)c1cc(Cl)ccc1Cl	10	7	1.6	-2	-1	-4	7	-8	4
CCOc1cc(-c2noc(CCC(=O)NCC3CCCO3)n2)ccc1OC (stereo unspecified)	-2	17	0.7	1	-2	-1	12	8	-7
CC1CCCN(C(=O)C2CCN(S(=O)(=O)c3cccs3)CC2)C1 (stereo unspecified)	-19	5	0.8	-5	-8	1	10	6	19
COc1ccc(-c2sc3ccccc3c2-c2ccc(OCCN3CCCCC3)cc2)cc1	88*	-2	2.9	-5	6	10	18	1	-55
O=C(C[n+]1ccccc1)N/N=C/c1ccccc1[N+](=O)[O-]	19	-11	1.0	0	-12	1	-3	-25	8
Cc1ccccc1CSc1ncnc2ccccc12	12	-14	1.7	-3	-7	-2	23	-21	8
CC(=O)NC(Cc1c[nH]c2ccccc12)C(=O)NCc1ccc2c(c1)OCO2 (stereo unspecified)	6	-7	-0.2	-4	-12	1	-2	-2	6
O=C(CCC(=O)N1CCCC1)Nc1nnc(C(F)(F)F)s1	-7	-6	-1.2	-1	-1	-3	-8	17	-22
O=C(O)CC(NC(=O)c1cccc(F)c1)c1ccc(OC2CCCC2)cc1 (stereo unspecified)	17	-11	-0.7	-4	-15	0	2	-8	7
CC1(C)CC(=O)c2cnc(NC(=O)CSC(=S)N3CCCCC3)nc2C1	14	-21	-1.5	-3	10	-4	1	-2	-8
O=C(N/N=C/c1ccc(O)c2ncccc12)c1cccc(Br)c1	87*	10	1.5	-2	8	1	15	3	52*
CCc1ccccc1N1CSC2=C(C#N)C(c3cc(OC)c(OC)cc3OC)CC(=O)N2C1 (stereo unspecified)	-12	15	-0.9	5	-7	2	11	-15	30
COc1ccc(CNC(=O)C(=O)NCCCn2ccnc2)cc1	-12	-12	0.0	-1	6	-4	5	-25	14
CCN(CC(=O)NCc1ccc(F)cc1)S(=O)(=O)c1ccc(C)cc1	-18	-20	-1.1	-2	0	-4	2	-8	6
CCC(CC)Nc1ccc(C(CC(N)=O)NC(=O)c2ccccc2)cc1[N+](=O)[O-] (stereo unspecified)	16	-6	1.7	-3	6	0	4	13	-3
CC(=O)c1c(OCC(=O)O)ccc2c(C)cc(=O)oc12	-62	11	0.3	0	0	0	21	12	-2
CCOc1c(Cl)cc(/C=C/C(=O)N(CC)CC(=O)NCc2cccs2)cc1OC	21	-3	0.1	-1	1	-3	13	-59	7
Cc1ccccc1NC(=O)CSc1nc(N)c2c3c(sc2n1)CSC(C)(C)C3	13	9	1.2	-2	-17	-5	39	3	43*
CC(=O)Nc1ccc(S(=O)(=O)NCCNc2ccccc2[N+](=O)[O-])cc1	12	0	0.2	-4	9	-5	-4	17	2
Cn1ncc2c(NNC(=O)c3ccc(O)cc3)ncnc21	18	-3	-2.2	-2	2	-1	1	8	-3
CN(C)c1ccc(C(=O)n2nnc3ccccc32)cc1	21	39	5.2	-1	10	-4	37	11	25
Cc1cccc(N2C(=O)c3cccnc3C2=O)c1	-3	-2	-0.4	-7	-6	-1	2	15	9
CCc1cc(=O)[nH]c(SCCc2ccccc2)n1	17	11	1.4	-1	-3	-1	10	6	6
O=C(Nc1cccc(-c2cccc(Cl)c2)c1)C1CCN(Cc2ccccn2)CC1	37	26	1.3	-1	0	-2	29	-15	28
O=C(O)CC1Sc2ccccc2NC1=O (stereo unspecified)	10	1	0.9	-2	-1	0	-8	16	-3
O=C1C2Sc3[nH]c(=O)sc3C(c3ccccc3)C2C(=O)N1c1ccc(Cl)cc1 (stereo unspecified)	13	39	0.7	-1	-8	-1	40	2	42*
COC(=O)[C@]1(Cc2ccccc2)N[C@H](CN(C)C(=O)COc2ccccc2)[C@@H]2C(=O)N(C)C(=O)[C@@H]21	0	1	-1.1	-4	4	-2	9	8	1
Cc1cc(OC(C)C(=O)NCc2ccncc2)c2c(C)cc(=O)oc2c1 (stereo unspecified)	17	-1	-2.8	1	2	-1	-1	6	-9
CC1(C)Oc2ccc(/C=C/C(=O)N3CCOCC3)c(O)c2C(N2CCOCC2)C1O (stereo unspecified)	14	-8	0.0	-3	.	0	-2	-12	-7
CC(=O)Nc1ccc(C(=O)CSc2nnc(Cn3nnc4ccccc43)n2C)cc1	6	0	1.1	0	4	-1	-3	17	-5
CC(C)c1ccc(NC(=O)C2C3C=CC4(O3)C2C(=O)N(CCCN2CCCCC2)C4C(=O)NC2CCCCC2)cc1 (stereo unspecified)	24	6	1.3	-2	5	-2	12	13	2
CCC(=O)Nc1ccc(N2CCN(Cc3ccccc3)CC2)cc1	-1	-1	1.1	-1	0	1	-6	-10	10
Cc1ccc(NC(=O)COC(=O)CCc2c[nH]c(=O)[nH]2)cc1	1	-12	-1.8	-2	14	0	-1	3	7
COc1ccc(C2CC(=O)C(C(c3ccc(O)cc3)C3C(=O)CC(c4ccc(OC)cc4)CC3=O)C(=O)C2)cc1 (stereo unspecified)	8	22	-1.4	-1	.	-1	17	-5	27
CC(C)(C)c1ccc2oc(=O)cc(-c3cccc(-c4ccc(C(F)(F)F)cc4)c3)c2c1	24	-5	3.9	.	5	3	25	.	8

Remaining list, next part
SMILES	Mdm2-MdmX inh	TIM10 inh	UPR CHOP act	APJ agonist	CXCR6 block	UPR XBP1 act	tim23-1 inh	APJ antagonist	tim10-1 inh
Nc1ncnc(Oc2ccccc2F)c1[N+](=O)[O-]	16	-9	-0.4	-1	-7	0	-11	-2	-21
Cc1cccn2cc(CNc3ccccc3)nc12	-26	10	3.6	-1	4	5	14	-7	-9
C[C@H](CO)N1C[C@H](C)[C@@H](CN(C)S(=O)(=O)c2ccccc2)Oc2ccc(NC(=O)c3ccncc3)cc2C1=O	-14	1	-1.9	-2	4	-1	-5	-2	-7
CCOc1ccccc1NC(=O)COC(=O)CN(C)S(=O)(=O)c1ccc(C)cc1	-19	4	-1.1	3	-6	-1	21	-16	14
Cn1nc(-c2ccccc2)cc1NC(=O)CCCC(=O)O	-4	-12	1.1	-4	-1	0	-9	-3	-7
Cn1ncc(C(N)=O)c1NC(=S)NC(=O)c1ccc(Br)o1	21	7	0.6	-4	0	-3	-10	0	8
O=C(Nc1ccc2c(c1)OCO2)c1cnc(Cl)c(Cl)c1	-41	-8	5.7	-4	-1	4	7	0	7
COC(=O)c1ccccc1NC(=O)c1ccccc1N(C)S(C)(=O)=O	15	9	-0.5	-5	-2	-2	2	7	18
Cc1ccc(NC(=O)COc2ccccc2)c(NC(=O)c2ccccc2C)c1	4	-6	-1.2	-1	-3	2	-6	-19	19
COc1cc(C)nc(N(Cc2ccccc2)S(=O)(=O)c2ccccc2)n1	11	2	-1.4	-8	4	-1	36	3	25

Source: PubChem BioAssay
